rCAG RNA binder: r(CAG) repeat RNA binding. TO-PRO-1 dye displacement fluorescence. inhibition, % at 3 µM. 370,000 compounds, 1.3% hits;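 active means inhibition above the plate cutoff, the mean of all test compounds on that plate plus 3 SD, cut at about 35% in these data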;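 further: 0% = DMSO alone and 100% = 100 µM mitoxantrone as full dye displacement; higher means more dye released from RNA so lower well fluorescence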
sPLA2-III inh: Inhibits HGIII-sPLA2 liposome hydrolysis, primary screen; Q9NZ20; QFRET BODIPY PC-A2 liposome hydrolysis, fluorescence; inhibition, % at 12.2 µM; 370,000 compounds, 0.56% hits;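 active means inhibition above mean plus 3 SD of compounds lying within the high and low control bounds, cut at about 19% in these data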;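 further: 0% = median of test compound wells and 100% = no enzyme DMSO wells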
Target sequence (Q9NZ20 whole entry, looked up): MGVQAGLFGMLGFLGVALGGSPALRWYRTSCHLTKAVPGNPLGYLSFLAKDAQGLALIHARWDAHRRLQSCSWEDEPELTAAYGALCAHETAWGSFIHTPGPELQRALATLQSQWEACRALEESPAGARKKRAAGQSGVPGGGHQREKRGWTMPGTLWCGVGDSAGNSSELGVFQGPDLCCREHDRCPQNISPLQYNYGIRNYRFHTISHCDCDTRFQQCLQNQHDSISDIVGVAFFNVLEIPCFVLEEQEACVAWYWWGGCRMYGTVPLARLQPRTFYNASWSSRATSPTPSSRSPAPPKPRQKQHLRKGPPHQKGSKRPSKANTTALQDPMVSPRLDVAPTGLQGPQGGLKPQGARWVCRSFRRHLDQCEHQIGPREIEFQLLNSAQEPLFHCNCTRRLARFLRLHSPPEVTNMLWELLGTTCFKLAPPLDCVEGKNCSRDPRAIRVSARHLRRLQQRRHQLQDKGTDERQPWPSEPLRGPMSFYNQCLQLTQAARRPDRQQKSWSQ
ARFGAP1 inh: inhibitors of rat ARFGAP1. Q62848. Arfgap1-stimulated ARF1 GTP hydrolysis, GDP FP detection. inhibition, % at 16.5 µM. 360,000 compounds, 0.26% hits;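 active means inhibition above a per-plate limit, mean inhibition of low control wells plus 3 SD, cut at about 25% in these data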;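 further: 0% = DMSO wells with enzyme and 100% = wells lacking Arfgap1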
Target sequence (Q62848 1-136 limits assumed): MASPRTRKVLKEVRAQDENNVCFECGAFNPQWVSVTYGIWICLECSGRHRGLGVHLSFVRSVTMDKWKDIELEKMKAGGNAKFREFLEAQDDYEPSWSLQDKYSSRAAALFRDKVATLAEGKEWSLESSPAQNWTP
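System: truncated rat Arfgap1 GAP domain / Benchmarks: high control wells lacking Arfgap1, low control full reaction with DMSO / Times: compound-enzyme preincubation 20 min, reaction 120 min, detection 60 min, 25 °C / Repeats: one replicate per compound / Also added: human ARF1(Δ1-17)-GTP substrate / Measured by: Tracer-displacement fluorescence polarization with EDTA stop, 620/688 nm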
ADAM10 inh: inhibitors of human ADAM10 | AID 720582 | recombinant ADAM10, EDANS/DABCYL FRET peptide cleavage, 3 h | 370,000 compounds, 0.62% hits | inhibition, % at 7 µM | O14672;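 active means inhibition above a per-campaign cutoff equal to the mean of compounds falling between control-based bounds plus 3 SD, cut at about 20% in these data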;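 further: 0% = DMSO wells while the 100% control is not disclosed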
GC-B act: GC-B (human) receptor activation; P20594; HEK293-GC-B cells, CNP EC30, cGMP TR-FRET; 0% at EC30 CNP, 100% saturating CNP; activation, % at 10 µM; 370,000 compounds, 0.11% hits;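 active means activation at 10 µM reaching about 35% in either raw or pattern-adjusted values, limit read from the data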
DDE Tn6 FP inh: disrupts Tn6 cyclic peptide binding to fibrin D-Dimer-E complex. P02675. Fibrin DD(E) TRITC-Tn6 fluorescence polarization displacement. inhibition, % at 8.3 µM. 370,000 compounds, 0.21% hits;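 active means inhibition above a per-campaign cutoff: mean of compounds within control limits plus 3 SD, cut at about 15% in these data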;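 further: 0% = median of all compound wells on the plate and 100% = blocking peptide control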
KLK7 zymogen act: activates the human kallikrein-7 zymogen; activation, % at 7 µM; purified proKLK7, EDANS-DABCYL substrate fluorescence; 100% is mature enzyme control, 0% vehicle; 370,000 compounds, 0.9% hits; P49862; AID 652039;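 active means activation above the mean of all tested compounds plus 3 SD, computed per campaign excluding outliers beyond control limits, cut at about 13% in these data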
Target sequence (P49862 whole entry, looked up): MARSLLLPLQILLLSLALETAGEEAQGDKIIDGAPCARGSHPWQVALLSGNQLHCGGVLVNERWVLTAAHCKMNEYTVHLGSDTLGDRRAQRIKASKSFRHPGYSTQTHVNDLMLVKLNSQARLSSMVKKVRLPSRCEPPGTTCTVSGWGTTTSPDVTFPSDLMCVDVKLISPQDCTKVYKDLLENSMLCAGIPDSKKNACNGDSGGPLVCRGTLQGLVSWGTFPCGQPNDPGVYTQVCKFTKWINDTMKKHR
NPR1 activator: GC-A (human) enzyme activation | P16066 | HEK293 GC-A cells, cGMP TR-FRET, EC30 ANP; 0% at EC30 ANP, 100% saturating ANP | activation, % at 10 µM | 370,000 compounds, 0.14% hits; in the data active means activation above about 40%
FXN GAA850 act: frataxin GAA850 promoter activation | HEK293 lucGAA850 FXN promoter luciferase reporter, 24 h; percent of 10 µM SAHA response | activation, % at 6 µM | 360,000 compounds, 0.56% hits | AID 540364;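 active means activation above the average of all compounds screened plus 3 SD, cutoff fixed separately per campaign, cut at about 7.5% in these data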;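 further: 0% = DMSO wells and 100% = 10 µM SAHA wells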
ASAP1 GAP inh: inhibitors of human ASAP1 ArfGAP activity; inhibition, % at 16.5 µM; Q9ULH1; 360,000 compounds, 0.19% hits; ASAP1-stimulated ARF1 GTP hydrolysis, GDP FP detection; in the data active means inhibition above about 25%;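 further: 0% = vehicle with enzyme and substrate and 100% = no enzyme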
Numbers without * were called inactive; i = inactive; . = no result given.

SMILES | rCAG RNA binder | sPLA2-III inh | ARFGAP1 inh | ADAM10 inh | GC-B act | DDE Tn6 FP inh | KLK7 zymogen act | NPR1 activator | FXN GAA850 act | ASAP1 GAP inh
O=C1NC(c2ccc(Br)cc2)c2c(-c3ccccc3)n[nH]c21 (configuration not stated) | 1 | -3 | 6 | -11 | -17 | 1 | -0.2 | -13 | . | 7
O=C(NCc1ccco1)/C(=C/c1ccco1)NC(=O)c1ccc(Br)o1 | 9 | -8 | 5 | -7 | 1 | 2 | -0.1 | -1 | 3.2 | -7
C=CCNc1cccc2c1S(=O)(=O)N[C@H](C)CO2 | 1 | 2 | -1 | -5 | 4 | 8 | 0.8 | -1 | . | 11
CC(=O)Oc1ccc(/C=C2/CCc3ccccc3C2=O)cc1 | 1 | -16 | -1 | 5 | -5 | 0 | -0.3 | -2 | 2.4 | 6
Cc1cccc(Cn2cccc2/C=C2/C(=N)N3C=CSC3=NC2=O)c1 | 14 | -19 | -10 | -15 | 8 | -3 | 0.5 | 0 | -1.1 | 10
CNC(=S)Nc1cc(C(=O)N2CCCC2)ccc1N1CCCC1 | -6 | 3 | 6 | 1 | -1 | 2 | -0.1 | -4 | -1.2 | -2
CC(=O)Nc1ccc(C(C#N)c2ccccc2)cc1 (configuration not stated) | -3 | 0 | 9 | 2 | 4 | 2 | -0.4 | -1 | 0.4 | -4
CCOC(=O)c1c(NC(=O)CN2C(=O)NC3(CCC(CC)CC3)C2=O)sc(C)c1-c1ccc(C)cc1 (configuration not stated) | 4 | 13 | 6 | -2 | 5 | -1 | -0.3 | 1 | 0.0 | 6
O=C(CSc1ccc(-c2ccccc2)nn1)NCC1CCCO1 (configuration not stated) | -2 | 12 | 2 | -4 | 0 | -10 | -0.4 | -4 | 1.7 | 8
COc1ccccc1CNC(=O)c1cc(C)nc2ccccc12 | -1 | 6 | 1 | 2 | 6 | 1 | -0.5 | -2 | -1.6 | -2
CCOc1ccc(N(CC(=O)NN=C2CCN(C)CC2)S(=O)(=O)c2ccc(Br)cc2)cc1 | 4 | 3 | 5 | -2 | 0 | -4 | 0.2 | -3 | 0.8 | 2
O=C(C1CCCN(Cc2ccccc2[N+](=O)[O-])C1)N1CCCCC1 (configuration not stated) | -6 | 2 | 0 | -4 | 4 | 3 | -0.2 | 1 | 0.6 | 4
CCN(CC)S(=O)(=O)c1cccc(C(=O)NNC(=O)c2ccc3[nH]c(=O)c(=O)[nH]c3c2)c1 | 8 | -1 | -9 | -61 | 1 | 6 | 2.3 | 3 | 2.1 | -6
C=CCOc1cccc(/C=N/NC(=O)C(OC)c2ccccc2)c1 (configuration not stated) | -6 | -1 | -6 | 1 | 1 | 2 | -0.3 | -3 | 1.4 | -11
O=C(Nc1cccc(F)c1)Nc1ccnn1C1CCN(C(=O)CCN2CCCO2)CC1 | 0 | -6 | 8 | -1 | 1 | -3 | -0.7 | 1 | -1.3 | 5
CN1CCN(C(=O)c2ccc(-n3cccc3)cc2)CC1 | -2 | 5 | -4 | 0 | 1 | -10 | -0.2 | 4 | -0.1 | -13
Cc1ccc(OCC(=O)N/N=C/c2cn(Cc3ccccc3)c3ccccc23)cc1 | 12 | -3 | -10 | 23* | -2 | -4 | -0.4 | 1 | 1.6 | -4
CC(=O)NCCn1c(SCc2cc(=O)n3cc(Cl)ccc3n2)nc2ccccc2c1=O | -7 | 8 | -4 | -5 | 7 | 6 | -0.4 | 11 | 1.4 | -8
O=C1CCCC/C=C\C[C@H](CC(=O)N(CCO)Cc2ccccc2)C(=O)N[C@@H](c2ccccc2)CO1 | -6 | 3 | -3 | 9 | 1 | 1 | 0.9 | 0 | -0.9 | -27
C[C@@H]1ON(C)[C@H]2C[C@H]3c4cc(N5CCOCC5)ccc4CCN3C[C@@H]12 | 1 | 1 | -11 | -29 | 5 | 4 | 0.7 | 1 | . | 12
Cc1cccc(N2CC(C(=O)Nc3ccc(S(=O)(=O)N4CCOCC4)cc3)CC2=O)c1C (configuration not stated) | 3 | -14 | 4 | 3 | -2 | 11 | -0.1 | -1 | 2.2 | 0
CN(C)c1ccc(CN2CCC(C(=O)NC(c3ccc(F)cc3)c3ccc4ccccc4n3)CC2)cc1 (configuration not stated) | 2 | 0 | -3 | -12 | -11 | -2 | -0.4 | -14 | -1.1 | 0
NC(=O)C1CCN(C2=C(NS(=O)(=O)c3ccccc3)C(=O)c3ccccc3C2=O)CC1 | -3 | 7 | 5 | -5 | 10 | 0 | 0.7 | -1 | -1.3 | -6
Cc1ccccc1C(=O)Nc1c(C)[nH]c(=O)[nH]c1=O | 4 | 0 | 15 | 8 | 5 | -1 | 0.4 | 0 | 0.2 | 13
CN(c1ncc(C(F)(F)F)cc1Cl)N1C(=O)C2ONC3(C(=O)CC(C)(C)CC3=O)C2C1=O (configuration not stated) | 28 | -15 | -8 | 16 | 0 | 1 | 0.4 | 2 | 0.8 | -6
CC(O)c1nc2ccccc2n1CCOc1ccccc1 (configuration not stated) | -3 | 2 | -3 | 0 | 3 | 6 | -0.3 | 2 | 1.9 | -4
CCOC(=O)CNC(=O)c1sc2nc(C)cc(C)c2c1N | -1 | -1 | 2 | -321 | 9 | -1 | 2.5 | 2 | 4.0 | -2
CCC1CCCCN1CCCNC(=O)CCC(=O)N1CCOc2ccccc21 (configuration not stated) | 1 | 2 | -5 | -4 | -2 | 7 | 0.4 | 2 | 2.3 | -2
O=C(N/C(=C/c1ccc(F)cc1)C(=O)N1CCOCC1)c1ccco1 | 0 | 0 | -2 | -10 | 4 | 0 | 0.1 | 2 | -0.2 | 9
CCN(CC)Cc1cc(CCNC(=O)c2ccc(Cl)cc2)ccc1O | 0 | -2 | 11 | -1 | 2 | 6 | 0.0 | -3 | -2.4 | -2

Three entries out of the list above, arranged by the number in KLK7 zymogen act, high to low.
SMILES,KLK7 zymogen act
Cc1cccc(Cn2cccc2/C=C2/C(=N)N3C=CSC3=NC2=O)c1,0.5
O=C(N/C(=C/c1ccc(F)cc1)C(=O)N1CCOCC1)c1ccco1,0.1
CC(=O)Oc1ccc(/C=C2/CCc3ccccc3C2=O)cc1,-0.3

The list goes on.
SMILES | rCAG RNA binder | sPLA2-III inh | ARFGAP1 inh | ADAM10 inh | GC-B act | DDE Tn6 FP inh | KLK7 zymogen act | NPR1 activator | FXN GAA850 act | ASAP1 GAP inh
N#Cc1ccccc1S(=O)(=O)N1CCN(Cc2c(O)ccc3ccccc23)CC1 | 7 | -15 | -3 | -35 | 3 | 3 | 0.8 | -5 | 2.0 | 10
Cc1cc(NC(=O)CSc2nc3c(cc2C#N)CCC3)no1 | 2 | -3 | -5 | -7 | -4 | -6 | 9.2 | 1 | 5.4 | -9
CC(C)c1nc(SCC(=O)Nc2ccc(N(C)C)cc2)c2ccccc2n1 | -3 | 8 | -4 | 9 | 0 | 2 | 0.0 | 1 | -0.2 | -1
CC(=O)c1ccc(NC(=O)c2ccc(COc3ccccc3[N+](=O)[O-])o2)cc1 | 3 | -23 | 14 | 3 | -5 | -4 | 0.4 | -3 | 1.0 | 8
C[n+]1ccccc1/C=C/c1ccc([N+](=O)[O-])cc1 | 1 | 9 | 0 | 3 | 8 | 8 | 0.3 | 5 | 1.6 | -6
COc1cc2ccc(NC(C)=O)cc2cc1OC | 1 | 9 | 2 | -18 | -4 | 1 | 0.4 | 2 | 3.5 | 2
COc1ccc(-c2cc(-c3ccccc3)nc(NN)n2)cc1OC | 5 | -3 | 10 | -38 | -1 | -2 | -9.8 | 2 | 1.6 | -8
C=C(C)CNC(=S)N=Nc1c(O)[nH]c2ccc([N+](=O)[O-])cc12 | 5 | 3 | -1 | 16 | -2 | -6 | -0.6 | 2 | -2.0 | 10
O=C(O)c1ccc(-c2nc(-c3ccccc3)c(-c3ccccc3)[nH]2)cc1 | 36* | -18 | 10 | i | 4 | 0 | 46* | 1 | 0.0 | -3
COC(=O)CSc1nc2ccc(C)cc2[nH]1 | -1 | -1 | -13 | -5 | 4 | 0 | -0.5 | 2 | -0.7 | -3
Cc1cc(C(=O)CSc2nnc(NCc3ccccc3)s2)c(C)n1C | 8 | -7 | -14 | 1 | -1 | -1 | 0.6 | -4 | -4.1 | 10
CN(C(=O)c1ccc2c(=O)n3c(nc2c1)CCCCC3)c1ccccc1Cl | -6 | 5 | 6 | 1 | -3 | -2 | -0.1 | 0 | 3.6 | 4
CC1=C(C(=O)N2CCOCC2)CC(CC(=O)NCC2CCCCC2)C(=O)N1Cc1ccc(C(C)(C)C)cc1 (configuration not stated) | 1 | 8 | 5 | -24 | 1 | -1 | -0.6 | 4 | . | 2
O=C(Cn1nnc(-c2ccccc2)n1)N1CCN(S(=O)(=O)c2ccc(Cl)cc2)CC1 | 6 | -3 | 3 | 5 | -5 | -6 | 0.7 | 0 | 1.0 | -4
CN1C(=O)/C(=C2\SC(=S)N(NC(=O)c3cccnc3)C2=O)c2ccccc21 | 10 | -2 | 0 | 6 | -6 | -2 | 0.2 | 1 | 2.9 | -1
CCOC(=O)C1CCCN(C(=O)Cn2ncc3c([nH]c4ccccc43)c2=O)C1 (configuration not stated) | 1 | -3 | -2 | -10 | 1 | 0 | 0.8 | 1 | -0.9 | -10
COC(=O)c1cc(C(=O)OC)cc(N2C(=O)CC(NNC(=O)c3ccccc3Cl)C2=O)c1 (configuration not stated) | 10 | -4 | 3 | -10 | -3 | 2 | -0.3 | -7 | -0.4 | -5
CCOc1ccc(N(CC(=O)N2CCC(Cc3ccccc3)CC2)S(C)(=O)=O)cc1 | -6 | -12 | 12 | 0 | 4 | 10 | 0.0 | 0 | -1.7 | 0
c1ccc(CSc2ccc(-c3ccco3)nn2)cc1 | 1 | -1 | -1 | -9 | 0 | 7 | -0.4 | -2 | 5.4 | -3
CN(C)C(=S)Nc1ccc2c(c1)OCO2 | -1 | 3 | 7 | -4 | 0 | 4 | -0.9 | 2 | 4.5 | -3
CCOc1ccc(S(=O)(=O)NC2CCCCC2C)cc1 (configuration not stated) | -9 | 0 | 9 | -10 | 2 | -1 | 0.1 | 0 | -5.2 | 9
CCN(CC)c1nc(-c2ccccc2)nc2ccccc12 | -3 | -6 | -10 | 3 | -7 | 1 | -0.5 | -11 | 1.2 | -9
CC1(C)C2CCC1(C)C(OCCNCCOC(=O)Nc1ccccc1)C2 (configuration not stated) | -7 | -7 | -2 | 3 | -5 | -1 | -0.1 | 3 | 4.9 | 6
COc1ccccc1CNC(=O)C1CCCN(S(C)(=O)=O)C1 (configuration not stated) | -3 | 7 | 6 | -3 | -2 | -3 | 0.4 | -2 | 0.5 | 1
CCCCCCc1nc2c(=O)[nH]c3ccccc3c2o1 | -2 | -5 | 3 | -4 | 2 | 1 | 0.3 | 34 | -0.3 | -4
Cc1oc2ccc(OCc3ccccc3Cl)cc2c1C(=O)O | 9 | 0 | -8 | -5 | 5 | -8 | -0.1 | 4 | -0.5 | -2
CCCSc1nc2c(cnn2-c2ccc(C)c(C)c2)c(=O)[nH]1 | 2 | -8 | 1 | -2 | -3 | 0 | -0.2 | 6 | -0.5 | 6
